Screens as filed in PubChem BioAssay.
FN deposit inh: fibronectin deposition inhibition | AH1F fibroblasts, Alexa488-fibronectin deposition fluorescence, overnight | inhibition, % at 12.6 µM | 350,000 compounds, 0.086% hits | AID 743247;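 active means mean inhibition across replicates of 30% or more, regardless of how many single replicates reach that level; inconclusive means mean under 30% yet at least half of replicates reach 30%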;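 further: positive control wells lacked labelled fibronectin entirely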
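Material: AH1F fibroblasts assembling fluorescent fibronectin matrix; amount: 10000 AH1F cells/well; medium: DMEM, 2% serum; reagent: Alexa488-fibronectin, 24 nM final in well; dosing: single compound dose, delivered by pin transfer; incubation: 1 h adhesion, overnight exposure; detection: fluorescence after three HBSS washes, excitation 485 nm, emission 525 nm; measure: fibronectin deposition inhibition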
PglD inh: blocks C. jejuni PglD acetyltransferase activity; purified PglD enzyme, DTNB colorimetric CoA detection; inhibition, % at 12.5 µM; 360,000 compounds, 0.098% hits; in the data active means inhibition above about 16%, passing the limit was not always enough; inconclusive means no clear call, values can overlap the other calls; further: strong numbers were not always called active
LGR2 antag: Drosophila LGR2 receptor signaling inhibition. inhibition, % at 9.99 µM. 380,000 compounds, 0.35% hits. HEK293 LGR2, CRE-luciferase, bursicon-stimulated, 4 h. AID 720647;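 active means drop in luminescence signal, shown as inhibition above about 50% in the replicate tests, limit read from the data, passing the limit was not always enough; inconclusive means probably only some replicates passing the limit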;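 further: agonist challenge used bursicon conditioned medium at about half maximal strength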
EWS-Fli inh: blocks EWS/Fli oncoprotein-driven transcription; inhibition, % at 12.6 µM; AID 651661; A673 NR0B1-luciferase reporter, viability-normalised; 350,000 compounds, 0.67% hits;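 active means mean inhibition of at least 50% after viability correction, with every replicate also passing that limit; inconclusive means mean reaches 50% but only one of two replicates passes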;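 further: firefly luciferase signal divided by Alamar Blue viability fluorescence both relative to DMSO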
ERAP1 inh: blocks human ERAP1 aminopeptidase activity; recombinant ERAP1, Leu-AMC fluorescence, 60 min; inhibition, % at 10.7 µM; 340,000 compounds, 0.15% hits; AID 652197;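 active means mean replicate inhibition of at least 30%, or all replicates individually reaching that 30% level; inactive means mean below 30% and not every replicate reaching it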;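 further: 0% = neutral control wells and 100% = L-leucinethiol positive control wells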
Target sequence (Q9NZ08 whole entry, looked up): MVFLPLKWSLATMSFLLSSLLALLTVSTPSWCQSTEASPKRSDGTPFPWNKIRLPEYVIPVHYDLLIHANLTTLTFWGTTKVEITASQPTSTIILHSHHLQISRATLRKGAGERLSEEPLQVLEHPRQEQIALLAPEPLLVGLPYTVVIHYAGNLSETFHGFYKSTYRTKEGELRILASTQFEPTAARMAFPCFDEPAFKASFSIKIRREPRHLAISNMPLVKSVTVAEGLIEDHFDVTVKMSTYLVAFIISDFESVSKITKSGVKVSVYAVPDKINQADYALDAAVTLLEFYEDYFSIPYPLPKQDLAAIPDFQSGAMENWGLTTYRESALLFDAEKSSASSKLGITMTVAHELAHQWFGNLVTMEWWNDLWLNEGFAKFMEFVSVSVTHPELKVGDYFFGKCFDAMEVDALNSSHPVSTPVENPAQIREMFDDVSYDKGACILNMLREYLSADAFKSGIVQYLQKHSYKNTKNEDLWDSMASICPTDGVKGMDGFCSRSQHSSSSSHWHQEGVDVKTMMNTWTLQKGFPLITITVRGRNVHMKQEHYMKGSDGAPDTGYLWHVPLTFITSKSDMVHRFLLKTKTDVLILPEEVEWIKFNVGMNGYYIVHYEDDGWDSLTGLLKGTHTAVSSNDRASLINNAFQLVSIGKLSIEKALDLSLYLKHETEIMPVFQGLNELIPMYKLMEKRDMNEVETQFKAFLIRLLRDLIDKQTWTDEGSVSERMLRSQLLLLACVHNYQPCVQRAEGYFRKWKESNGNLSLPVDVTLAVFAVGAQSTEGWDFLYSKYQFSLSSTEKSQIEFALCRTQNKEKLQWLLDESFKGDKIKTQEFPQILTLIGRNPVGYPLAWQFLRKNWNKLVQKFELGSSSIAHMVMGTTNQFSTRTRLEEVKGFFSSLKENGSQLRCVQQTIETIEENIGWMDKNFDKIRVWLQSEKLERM
PGC1a acetyl inh: PGC1a acetylation modulation, inhibitor mode; U2OS PGC1a acetylation, AlphaScreen anti-acetyl-lysine; with virally co-expressed GCN5 acetyltransferase; inhibition, % at 15.6 µM; 350,000 compounds, 0.17% hits;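 active means every replicate shows inhibition of at least 40%; inconclusive means mean inhibition at least 40% but some replicate below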;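 further: 0% = neutral control wells and 100% = positive control wells; some results beyond the cut were filed as inactive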
PAX8 reporter: inhibitors of PAX8 transcriptional activity in RMG-I cells | 360,000 compounds, 1.2% hits | RMG-I TPO-luciferase reporter, SteadyGlo, 24 h | AID 652154 | inhibition, % at 12.6 µM;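 active means mean replicate inhibition at least 60% with every replicate also reaching 60%; inconclusive means only one of the two criteria is met; inactive means mean below 60% and not all replicates reaching 60%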;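 further: luciferase light reporting Pax8 driven TPO promoter activity; plate controls were median of neutral control wells for no effect and mitoxantrone controls for full effect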
S100A4 inh HTS: inhibitors of human S100A4 binding to myosin IIA peptide; inhibition, % at 10.7 µM; S100A4/TAMRA-MyoIIA peptide fluorescence polarization; 360,000 compounds, 0.14% hits;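 active means mean inhibition of at least 70% across replicates, with every replicate also reaching that level; inconclusive means mean inhibition reaches 70% but some replicates fall short; inactive means mean inhibition below 70%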
Target sequence (P26447 whole entry, looked up): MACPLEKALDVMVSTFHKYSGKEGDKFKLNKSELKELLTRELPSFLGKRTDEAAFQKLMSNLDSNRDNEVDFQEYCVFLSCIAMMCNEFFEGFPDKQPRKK
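Test system: S100A4 monomer protein. Medium: HEPES buffer with Ca2+, pH 7.2. Reagent: fluorescent myosin IIA peptide, 5 nM. Compound dosing: single-point compound testing. Timing: 5 min between mix addition and reading. Benchmarks: DMSO neutral and TFP positive wells.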
Numbers without * were called inactive; ? = inconclusive; . = not tested or not shown.

Fields – FN deposit inh | PglD inh | LGR2 antag | EWS-Fli inh | ERAP1 inh | PGC1a acetyl inh | PAX8 reporter | S100A4 inh HTS
O=C(O)c1cccc(COc2cccc3ccccc23)c1
  -4 | 2 | . | 5 | 2 | -4 | 19 | -2
Cc1c(OCC(=O)N(C)c2ccccc2)ccc2c3c(c(=O)oc12)CCC3
  3 | -5 | -14 | -5 | 1 | . | -19 | 2
Cc1noc(C)c1NC(=O)Nc1ccc2c(c1)C(=O)N([C@@H](C)CO)C[C@@H](C)[C@@H](CN(C)C(=O)NC(C)C)O2
  -3 | 1 | 30 | -12 | -1 | 10 | . | -2
CCCC#Cc1ccc([C@H]2[C@H](C#N)N(C(=O)C3CC3)[C@H]2CO)cc1
  4 | -1 | -13 | -9 | 0 | -2 | 9 | 30
CCn1c(SCC(=O)N2CCCCC2)nc2c(c1=O)SCC2
  4 | 0 | 7 | 0 | 0 | -4 | 14 | -25
COc1ccc(NC(=O)CN(C)C(=O)c2ccc(NC3CC3)c([N+](=O)[O-])c2)cc1
  3 | . | 5 | -3 | 1 | . | . | 10
Cc1noc(C)c1S(=O)(=O)Nc1ccc2c(c1)C(=O)N([C@@H](C)CO)C[C@@H](C)[C@H](CN(C)Cc1ccc(C(F)(F)F)cc1)O2
  3 | 5 | -5 | 3 | 0 | 5 | 14 | -22
COC(=O)c1cc(Cl)c(NS(=O)(=O)c2ccccc2)cc1OC
  . | 3 | -4 | . | -1 | ? | . | -8
O=C(Nc1ccccc1)[C@@H]1[C@@H](CO)[C@@H]2Cn3c(cccc3=O)[C@@H]2N1C(=O)C1CCC1
  . | 3 | -10 | -8 | 2 | . | . | 13
CC(NS(=O)(=O)c1cccc(C(=O)O)c1)C12CC3CC(CC(C3)C1)C2 (stereo unspecified)
  -2 | 1 | 3 | 2 | -13 | -5 | 3 | -7
CCCN1[C@@H]2c3ccc(-c4ccccc4F)c(=O)n3C[C@@H]2[C@@H](CO)[C@@H]1C(=O)N1CCCCC1
  . | 2 | -2 | -9 | 1 | . | 0 | 24
CCOC1=C2CN(S(=O)(=O)c3ccc(C)cc3)C(c3ccc(C)cc3)CC2N(S(=O)(=O)c2ccc(C)cc2)C(c2ccccc2)C1 (stereo unspecified)
  -2 | . | 13 | 5 | 0 | . | -5 | 0
CN(C)C(=O)CN1CCN(C(=O)CCl)CC1
  -8 | -1 | -6 | 18 | 0 | 4 | 9 | 3
O=C(CCN1C(=O)/C(=C/C=C/c2ccccc2)SC1=S)Nc1nc2ccccc2s1
  5 | . | -20 | -10 | -3 | . | 17 | 0
CS(=O)(=O)Nc1ccc2c(c1)[C@@H]1C[C@@H](CC(=O)NC3CCCCC3)O[C@@H](CO)[C@@H]1O2
  -2 | 0 | -2 | 1 | 1 | 2 | -2 | 14
O=C(c1ccc(CS(=O)c2ccccc2Cl)o1)N1CCN(c2ccccn2)CC1 (stereo unspecified)
  -1 | 12 | -16 | . | 0 | -4 | 24 | 2
O=C(C[C@@H]1CC[C@@H](NC(=O)c2ccc3c(c2)OCO3)[C@@H](CO)O1)NCc1ccc(F)cc1
  . | 2 | 10 | 0 | -2 | 2 | -30 | -3
O=C(O)C1C2C=CC(C2)C1C(=O)Nc1cccc(Cl)c1 (stereo unspecified)
  4 | 1 | 2 | 1 | -3 | . | -18 | -3
CCOC(=O)c1oc2cc(O)cc(C)c2c(=O)c1-c1cscn1
  8 | -3 | . | . | . | -1 | . | 1
COc1ccccc1C(CNC(=O)c1ccc(OCc2c(C)noc2C)cc1)N1CCCC1 (stereo unspecified)
  3 | . | 14 | 1 | -2 | -40 | 17 | 1

6 entries already listed, ordered by the value under S100A4 inh HTS, ascending:
SMILES | S100A4 inh HTS
CCn1c(SCC(=O)N2CCCCC2)nc2c(c1=O)SCC2 | -25
COC(=O)c1cc(Cl)c(NS(=O)(=O)c2ccccc2)cc1OC | -8
O=C(C[C@@H]1CC[C@@H](NC(=O)c2ccc3c(c2)OCO3)[C@@H](CO)O1)NCc1ccc(F)cc1 | -3
O=C(CCN1C(=O)/C(=C/C=C/c2ccccc2)SC1=S)Nc1nc2ccccc2s1 | 0
CCOC(=O)c1oc2cc(O)cc(C)c2c(=O)c1-c1cscn1 | 1
COc1ccc(NC(=O)CN(C)C(=O)c2ccc(NC3CC3)c([N+](=O)[O-])c2)cc1 | 10

Additional results:
Fields – FN deposit inh | PglD inh | LGR2 antag | EWS-Fli inh | ERAP1 inh | PGC1a acetyl inh | PAX8 reporter | S100A4 inh HTS
O=C(COc1ccc(Br)cc1CNCCCN1CCOCC1)Nc1ccccc1
  -5 | . | -24 | -5 | -10 | . | 36 | -2
Cc1ccc2oc(-c3cccc(NC(=O)c4ccc(Br)o4)c3C)nc2c1
  . | 3 | -48 | . | 1 | . | . | 4
COc1ccc(CNC(=O)CN2CCN(C(c3ccccc3)c3ccccc3)CC2)cc1
  -10 | . | 36 | 9 | -3 | -19 | 3 | 2
O=C(Nc1ccc(F)cc1)N[C@H]1CC[C@@H](CCNS(=O)(=O)c2ccccc2F)O[C@H]1CO
  . | -1 | -17 | 2 | -2 | 13 | . | -12
CC(C)Cc1nnc(NC(=O)c2ccc(N3CCCC3=O)cc2)s1
  -8 | -1 | -19 | -3 | -3 | -4 | -18 | -2
CCOC(=O)C1(CC2CCCCO2)CCN(C(=O)Nc2ccc3c(c2)OCO3)CC1 (stereo unspecified)
  . | . | -54 | -30 | -1 | . | -45 | 8
C=CCn1c(C(CC(C)C)CC(C)O)n[nH]c1=S (stereo unspecified)
  -11 | . | -13 | 5 | 1 | . | -21 | -1
COCC(=O)N(CCc1ccc(OC)c(OC)c1)Cc1nc2ccccc2c(=O)[nH]1
  3 | -2 | . | . | . | -4 | -10 | .
COc1ccc(N2CCN(C(=O)Cc3ccc(Cl)cc3)CC2)cc1
  6 | 0 | -8 | -3 | 0 | . | -14 | -5
CCOC(=O)c1ccc(NC(=S)N2CCSC2c2ccc(Cl)cc2)cc1 (stereo unspecified)
  5 | -3 | -5 | -25 | 4 | 3 | 0 | -5
C/C(CC(=O)Nc1cccc(C(F)(F)F)c1)=N\NC(=O)c1ccncc1
  5 | -3 | -6 | -4 | 1 | 5 | 5 | -1
COC(=O)c1ccc(COc2ccc(C=O)cc2OC)o1
  0 | -2 | -10 | -11 | -1 | 10 | -15 | -1
COc1ccc(S(=O)(=O)Nc2ccc3c(c2)CC(=O)N([C@H](C)CO)C[C@H](C)[C@H](CN(C)S(=O)(=O)c2cn(C)cn2)O3)cc1
  -9 | 2 | 16 | -3 | . | 9 | 1 | .
Cc1noc(C)c1NC(=O)Nc1ccc2c(c1)CC(=O)N([C@@H](C)CO)C[C@H](C)[C@H](CN(C)Cc1ccc(C(=O)Nc3ccccc3N)cc1)O2
  -8 | . | -12 | -1 | 1 | 4 | 24 | -3
C=CCN(CC(=O)NC1CC1)S(=O)(=O)c1cccc(C(F)(F)F)c1
  -8 | 4 | -6 | -5 | 0 | 8 | -5 | -1
C[C@@H]1CN([C@@H](C)CO)S(=O)(=O)c2ccc(C#CC3(O)CCCC3)cc2O[C@@H]1CN(C)C(=O)Cc1ccccc1
  . | -1 | -16 | 10 | 0 | -11 | . | -5
Cc1ccccc1-c1nc(-c2ccccn2)no1
  -13 | . | 95* | 83* | 3 | 2 | 73* | 2
Cc1ccc2cccc(OCC(=O)N(C)CC(=O)Nc3ccc(F)cc3)c2n1
  -7 | 5 | -8 | -2 | 2 | -1 | 5 | 5
C[C@H]1CN([C@@H](C)CO)C(=O)c2cccc(NS(=O)(=O)c3ccc(Cl)cc3)c2O[C@@H]1CN(C)Cc1ccc(Oc2ccccc2)cc1
  0 | -5 | 1 | 4 | 0 | -13 | . | 3
Cc1nn(CC2CC2)c(=O)n1-c1ccc(F)cc1
  3 | -2 | -33 | -1 | 2 | 9 | -13 | -4

Complete entries from above:
C/C(CC(=O)Nc1cccc(C(F)(F)F)c1)=N\NC(=O)c1ccncc1 as listed: FN deposit inh: 5; PglD inh: -3; LGR2 antag: -6; EWS-Fli inh: -4; ERAP1 inh: 1; PGC1a acetyl inh: 5; PAX8 reporter: 5; S100A4 inh HTS: -1
CCOC(=O)c1ccc(NC(=S)N2CCSC2c2ccc(Cl)cc2)cc1 (stereo unspecified) as listed: FN deposit inh: 5; PglD inh: -3; LGR2 antag: -5; EWS-Fli inh: -25; ERAP1 inh: 4; PGC1a acetyl inh: 3; PAX8 reporter: 0; S100A4 inh HTS: -5

Carrying on.
Fields – FN deposit inh | PglD inh | LGR2 antag | EWS-Fli inh | ERAP1 inh | PGC1a acetyl inh | PAX8 reporter | S100A4 inh HTS
Cc1ccc(S(=O)(=O)Nc2ccc3c(c2)nc(CCN2CCN(c4ccccn4)CC2)n3C)cc1
  -2 | 0 | 2 | 13 | 2 | -4 | 21 | -4
COc1cc2c(cc1OC)C(c1cc3ccccc3oc1=O)=NC(C)(C)C2
  5 | -5 | . | . | . | 14 | . | 9
Cc1ccc(CNc2ccc3c(c2)nc(C)n3C)cc1
  2 | 1 | 29 | -15 | -5 | 11 | -20 | -15
CC(C)(C)C(=O)Nc1ccc(-c2cn3cccnc3n2)cc1
  -8 | 0 | -43 | -77 | -16 | -6 | -145 | -2
Cc1ccc(NC(=O)COC(=O)c2c(-c3ccccc3)noc2C)cc1
  . | 0 | 12 | -2 | -3 | -1 | 13 | -3
O=[N+]([O-])c1cc(C(F)(F)F)ccc1Cl
  . | -2 | -4 | -10 | 0 | 6 | . | -2
COc1ccccc1/C=N/NC(=O)c1ccc(Br)cc1
  -13 | -6 | -9 | 8 | -1 | -4 | 0 | -5
CC(C)NC(=O)NCC[C@@H]1CC[C@@H](NS(=O)(=O)c2ccc(-c3ccccc3)cc2)[C@H](CO)O1
  . | -4 | 9 | 15 | -2 | -3 | 11 | -7
CCN(CC(=O)Nc1c(F)cccc1F)C(=O)c1cc(C)nc2ccccc12
  1 | . | 9 | 6 | -1 | . | 21 | -16
CCCC#Cc1ccc2c(c1)O[C@H](CN(C)C(=O)CN(C)C)[C@H](C)CN([C@H](C)CO)S2(=O)=O
  0 | -1 | -8 | -11 | 3 | 8 | 10 | 4
Cn1ccc2cc(-c3ccc4ncnc(NCc5cccs5)c4c3)ccc21
  23 | 2 | . | 51* | -2 | -4 | 83* | -5
O=C(N/N=C/c1cc2c(cc1Br)OCO2)c1cccnc1
  4 | . | -13 | 5 | 1 | . | -1 | 1
Cc1ccc(S(=O)(=O)N2CCN(C(=O)c3ccco3)CC2)cc1C
  -3 | 8 | -1 | 9 | -1 | -24 | 12 | -7

Filtered by structure, the compounds so far containing an NH in an aromatic ring
Fields – FN deposit inh | PglD inh | LGR2 antag | EWS-Fli inh | ERAP1 inh | PGC1a acetyl inh | PAX8 reporter | S100A4 inh HTS
C=CCn1c(C(CC(C)C)CC(C)O)n[nH]c1=S (stereo unspecified)
  -11 | . | -13 | 5 | 1 | . | -21 | -1
COCC(=O)N(CCc1ccc(OC)c(OC)c1)Cc1nc2ccccc2c(=O)[nH]1
  3 | -2 | . | . | . | -4 | -10 | .
